K1F lysis inhibition: inhibition of K1F phage lysis, E. coli UTI89, bacterial capsule biogenesis inhibitors, alamar blue (AID 488966); E. coli UTI89 K1F phage lysis, alamar blue, 2 h; higher % means a stronger effect; 0.02% of 340,000 active; inhibition, % at 100 µM, or IC50 in µM where a hit was titrated;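 active = phage lysis inhibition, versus mean bacterial control, above a set limit; inconclusive = no clear call, values can overlap the other calls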;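 note: capsule biogenesis inhibitors block K1F phage lysis so surviving cells raise fluorescence; higher fluorescence means more inhibition of phage lysis; actives were called in the ten point dose series up to 300 µM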
GPR55 antagonists: GPR55 antagonists blocking LPI-driven arrestin recruitment, primary screen, imaging, U2OS, beta-arrestin-GFP, LPI agonist (AID 2013); U2OS GPR55 beta-arrestin-GFP translocation imaging, LPI antagonism; higher % means a stronger effect; 0.13% of 290,000 active; G-protein coupled receptor 55 (Homo sapiens); inhibition, % at 10 µM; hits with a dose series show IC50 in µM;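 active = spots per cell inhibited over 60%, with over 100 cells counted and total cytoplasm intensity under 500,000; inconclusive = wells with under 100 cells, flagged as likely toxic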;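 note: U2OS cells stably carrying GPR55 and arrestin-GFP stimulated by 5 µM LPI near EC80; imaged beta-arrestin-GFP aggregate spots per cell after agonist stimulation; plate controls were LPI-stimulated DMSO wells for no effect and DMSO wells without LPI for full effect; some results filed as inactive read as strong as hits; confirmed hits need IC50 under 10 µM and bright autofluorescent wells are also inconclusive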
Dengue-2 NS5 capping: Dengue-2 NS5 methyltransferase inhibitors, primary screen, biochemical, confirmation dose response (AID 588689) | Dengue-2 NS5 methyltransferase capping enzyme assay, biochemical; higher % means a stronger effect | one-dose inhibition, % at 25 µM; IC50 in µM for titrated hits | 0.3% of 340,000 active; in the data active = a potency from the dose series; inconclusive = inhibition above about 29% without an active follow-up result
SV40 large T antigen: SV40 large T antigen inhibitors, biochemical (AID 1903) | SV40 large T antigen ATPase/helicase inhibition assay; higher % means a stronger effect | one-dose inhibition, % at 20 µM; IC50 in µM for titrated hits | 0.39% of 310,000 active; in the data active = a potency from the dose series; inconclusive = inhibition mostly from about 32% at the one dose, without a potency; inactive = the rest, 99 in 100 with inhibition below about 32%; note: strong numbers were not always called active
RSV CPE inhibition: RSV antiviral activity via CPE protection, HEp-2 cells, primary 10 µM value included (AID 2391). CPE inhibition, % at 10 µM; hits with a dose series show IC50 in µM. HEp-2 cells, RSV-induced CPE inhibition; higher % means a stronger effect. 0.13% of 310,000 active; in the data active = a potency from the dose series; inconclusive = CPE inhibition mostly from about 23% at the one dose, without a potency; inactive = the rest, 99 in 100 with CPE inhibition below about 21%; note: strong numbers were not always called active
MgcRacGAP inhibition: MgcRacGAP GTPase-activating activity inhibitors, confirmation, biochemical, ADP Hunter fluorescence; Rac GTPase-activating protein 1 (Homo sapiens); MgcRacGAP-stimulated Rac1 GTP hydrolysis, ADP Hunter fluorescence; higher % means a stronger effect; GST-tagged Rac1 F28L mutant substrate; inhibition, % at 30 µM; hits with a dose series show IC50 in µM; 0.6% of 340,000 active;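 active = first-screen hits whose inhibition reached a set limit at any dose in the follow-up dose series; inconclusive = inhibition above the set first-screen limit but never retested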;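 note: fluorescence reports GDP produced by GAP-driven GTP hydrolysis; strong numbers were not always called active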
HIV fusion peptide: inhibitors of HIV fusion peptide binding, primary screen, biochemical, uHTS, fluorescence dequenching (AID 1986); cell-free peptide binding, fluorescence dequenching, 30 min; higher % means a stronger effect; inhibition, % at 20 µM; hits with a dose series show IC50 in µM; 0.3% of 290,000 active; in the data active = inhibition mostly above about 52%, no sharp cut-off; inactive = mostly below about 76%; note: some results filed as inactive read as strong as hits
GPR35 antagonists: GPR35 antagonists blocking zaprinast-driven arrestin recruitment, primary screen, imaging, U2OS, beta-arrestin-GFP, zaprinast agonist (AID 2058). G-protein coupled receptor 35 (Homo sapiens). U2OS GPR35 beta-arrestin-GFP translocation imaging, zaprinast antagonism; higher % means a stronger effect. 0.052% of 290,000 active. one-dose inhibition, % at 10 µM; IC50 in µM for titrated hits;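 active = inhibition of at least 50% with at least 30 cells and total cytoplasm GFP at most 10,000,000; inconclusive = under 30 cells or total GFP of 10,000,000 plus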
Salmonella PhoP GFP: inhibitors of PhoP regulon expression, primary screen, Salmonella Typhimurium, GFP reporter (AID 1863); S. Typhimurium PhoP-regulated promoter GFP reporter, 4 h; higher % means a stronger effect; one-dose inhibition, % at 50 µM; IC50 in µM for titrated hits; 0.16% of 300,000 active;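 active = inhibition over 29.93%, a cutoff 3 SD above the screen mean, later confirmed by dose response; inconclusive = inhibition over 29.93% but no dose response follow-up; inactive = inhibition at most 29.93% or unconfirmed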;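 note: 0% = low Mg2+ inducing control and 100% = high Mg2+ repressing control; strong numbers were not always called active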
Dengue-2 NS5 capping pilot replicate: also measured in Dengue-2 NS5 capping; calls as there; inhibition, %; measured here: pilot screen replicate inhibition
Numbers without * were called inactive; ? = inconclusive; . = not tested or not shown; [ ] = remark or other dose.

SMILES	K1F lysis inhibition	GPR55 antagonists	Dengue-2 NS5 capping	SV40 large T antigen	RSV CPE inhibition	MgcRacGAP inhibition	HIV fusion peptide	GPR35 antagonists	Salmonella PhoP GFP	others
O=C(/C=C/c1ccc(Cl)cc1Cl)NC(=S)Nc1ccc(CN2CCOCC2)cc1	2.0%[50 µM]	4%	-4%	8%	0.5%	4%	3.3%	1%	-3%
Cc1ccc(NC(=O)CSc2nnc(CNC(=O)c3cccs3)o2)cc1	-0.2%	10%	-8%	10%	1.3%	11%	-0.2%	-6%	-5%
Clc1ccc(-c2nnc(-c3ccccc3)o2)cn1	0.6%[50 µM]	11%	-10%	7%	1.3%	.	1.0%	6%	7%
CCC(NS(=O)(=O)c1ccc2c(c1)NC(=O)C(C)C(=O)N2)c1cccs1 (centres undefined)	-2.3%	1%	1%	8%	0.8%	1%	1.1%	10%	.
N#C/C(=C/c1ccc(N2CCCCCC2)o1)c1ccc(Cl)cc1	-0.7%	?	-89%	4%	23%	38%	-0.7%	88%*	1%	Dengue-2 NS5 capping pilot replicate=20
O=C(CCCN1C(=O)C(c2ccccc2)Oc2cccnc21)Nc1cccc(F)c1 (centres undefined)	0.0%	9%	-10%	.	3.8%	12%	1.2%	7%	2%
O=C(c1ccccc1F)N(Cc1ccccc1)Cc1ccccc1	0.9%	4%	3%	9%	3.9%	4%	-1.8%	8%	1%
O=C1CN(C(=O)c2ccccc2)C(c2ccccc2)c2cc(Cl)ccc2N1 (centres undefined)	0.2%	-3%	-5%	9%	2.6%	2%	-3.2%	-6%	-5%
CCOc1ccc(CNC(=O)c2ccc3nc(N4CCOCC4)sc3c2)cc1	-0.4%	59%	-6%	.	0.5%	4%	4.1%	12%	.
CCOc1ccc(NC(=S)N(CCc2c(C)[nH]c3ccc(C)cc23)Cc2cccnc2)cc1	-0.1%	20%	-1%	7%	5.6%	6%	-1.7%	-9%	4%
COc1ccc(-n2c(=S)[nH]c3ccccc32)cc1	-0.1%	9%	-7%	11%	1.2%	8%	0.7%	3%	19%
CN1CCN(C(=O)c2ccc3c(c2)NC(=O)/C(=C/c2ccccc2)S3)CC1	0.3%	-8%	4%	.	-1.7%	12%	-1.9%	20%	3%
COc1ccccc1-c1nnc(SCC(=O)Nc2c(Cl)cccc2Cl)o1	0.2%	10%	1%	19%	1.5%	3%	-1.5%	-3%	-11%	Dengue-2 NS5 capping pilot replicate=2.4
C=CCN1C=CC=C/C1=C1\SC(=S)N(C)C1=O	.	9%	.	24%	0.2%	.	-1.6%	-14%	-3%
CN(CC(=O)Nc1ccc(Cl)c(S(=O)(=O)N(C)C)c1)Cc1ccccc1	0.1%	2%	-2%	17%	1.3%	4%	-0.1%	3%	-4%
Cc1cc(C)nc(NS(=O)(=O)c2ccc(N/C=C3\CCCC3=O)cc2)n1	0.1%	3%	1%	6%	1.8%	6%	2.5%	-4%	4%
O=C1CC(c2ccc(F)cc2)CC(O)=C1C1NCCc2ccccc21 (centres undefined)	-0.2%	0%	1%	16%	3.7%	3%	2.5%	8%	1%
C=C(C)CSc1nnc2n(N)c(=O)c3ccccc3n12	0.4%	-3%	-1%	0%	1.8%	3%	2.1%	4%	-2%
O=C(N/N=C/c1ccc([N+](=O)[O-])o1)C1CCCC1	-0.5%	-2%	1%	-3%	0.1%	8%	11%	-8%	-1%
CN1CCN(S(=O)(=O)c2ccc(NC(=O)c3ccc(F)cc3Cl)cc2)CC1	1.0%	-9%	-3%	7%	1.0%	7%	1.0%	3%	-2%
COc1ccccc1NC(=S)NCc1ccccc1Cl	0.0%	-8%	2%	15%	5.2%	15%	0.3%	6%	8%	Dengue-2 NS5 capping pilot replicate=1.8
c1cn2cc(CN3CCOCC3)nc2s1	-2.2%	-2%	0%	11%	1.1%	0%	0.5%	2%	1%
CCCC(C)n1[nH]c(=O)cc1N (centres undefined)	0.8%	8%	-8%	8%	1.5%	6%	-1.5%	2%	-13%
O=C(Nc1ccccc1)Nc1nnc(-c2ccccc2)o1	-0.5%	.	-6%	11%	9.0%	0%	-0.6%	12%	0%
CCOC(=O)c1cccc(NC(=O)N2CCOCC2)c1	0.2%	-7%	5%	-6%	2.6%	3%	-1.8%	15%	-6%
CC(C)(C)Cc1nnc(NC(=O)CN2C(=O)c3ccccc3C2=O)s1	0.2%	-7%	.	0%	-0.1%	8%	-1.0%	8%	10%
O=C(COc1ccccc1)OC(C(=O)c1ccccc1)c1ccccc1 (centres undefined)	8.7%	-20%	-4%	4%	3.2%	5%	2.0%	14%	-11%
Cc1ccc(C)c(OCC(O)CN2CCCCC2C)c1 (centres undefined)	0.1%	3%	-8%	10%	-0.6%	6%	-1.5%	6%	5%
CCCn1nc(NC(=O)COC)c2cc3cccc(C)c3nc21	0.1%	-6%	3%	7%	20%	16%	-1.3%	4%	.
CC(=O)c1nc2ccccc2n1CCc1ccccc1	0.6%	10%	-13%	10%	-0.5%	8%	-0.6%	3%	-1%
CCCCn1nc(C(=O)Nc2ccc(S(=O)(=O)Nc3ncccn3)cc2)c2ccccc2c1=O	0.1%	5%	-2%	27%	1.4%	1%	3.9%	2%	-6%
CCCNC(=O)c1n[nH]c(=O)c2ccccc12	4.8%	0%	-3%	-5%	1.3%	5%	18%	-4%	5%
Cc1cc(Cl)ccc1OCC(=O)NCCCCc1ccccc1	0.7%[50 µM]	0%	-5%	8%	21%	7%	-0.2%	7%	-1%
CC(=O)COc1ccc2c3c(c(=O)oc2c1)CCCC3	-0.7%	19%	0%	13%	27%	10%	-1.3%	12%	-1%
CCOC(=O)C1(Cc2ccc(OC)cc2)CCN(C(=O)[C@@H]2CCCN2C(C)=O)CC1	0.2%	-3%	0%	11%	0.6%	6%	-1.0%	-5%	-5%
CC(=O)Nc1ccc(S(=O)(=O)NCc2csc(-c3cccnc3)n2)cc1	0.8%	-1%	-1%	-3%	1.4%	9%	1.9%	-15%	1%
Cc1nn(-c2ccccc2)c2sc(C(=O)c3c(N)n(C)c(=O)n(C)c3=O)cc12	0.4%	-3%	-2%	19%	1.7%	14%	-2.4%	11%	-9%
Cc1nc2sc(C(c3ccco3)N3CCN(C(c4ccccc4)c4ccccc4)CC3)c(O)n2n1 (centres undefined)	0.7%	10%	-4%	27%	1.7%	11%	10%	10%	.
O=C(NC1CCS(=O)(=O)C1)c1ccc(Br)o1 (centres undefined)	0.1%	-2%	-6%	3%	0.7%	7%	-0.5%	3%	1%
COc1ccc(S(=O)(=O)N2CCCCC2)cc1NC(=O)c1ccc(Cl)nc1	0.0%	.	-6%	.	-0.6%	-3%	.	.	.
O=C(N/N=C/c1ccco1)c1cc(C2CC2)nc2ccccc12	.	-9%	.	11%	1.1%	.	17%	24%	11%
Cc1ccc(CSc2nnc(-c3ccc4c(c3)OCO4)o2)cc1	0.6%	-6%	-4%	10%	-0.3%	2%	-3.3%	-1%	8%
O=C(CCCC(=O)N(CC(=O)NC1CCCCC1)Cc1ccccc1)Nc1ccccn1	-0.4%	50%	0%	6%	0.8%	0%	-0.4%	4%	-7%
Cc1ccc(-n2c(=O)[nH]c3c(C(N)=O)nc(CC(C)C)nc32)cc1	0.8%	-7%	-3%	21%	1.3%	18%	-0.7%	-12%	-8%
COc1ccc(C(=O)N/N=C/c2cc(Br)ccc2O)cc1OC	-1.9%[50 µM]	-4%	-4%	6%	?	-4%	-0.3%	7%	-8%
C(=N\Nc1nc2ccccc2[nH]1)/c1ccncc1	-2.4%	3%	4%	34%	-1.9%	10%	-4.2%	-11%	0%
COc1cc(C(Nc2ccccn2)c2c(NC(=O)c3ccco3)sc(C)c2C)cc(OC)c1OC (centres undefined)	2.3%	12%	.	24%	4.1%	4%	-0.3%	5%	8%

Compounds shown so far containing an aryl methoxy group (7):
SMILES	K1F lysis inhibition	GPR55 antagonists	Dengue-2 NS5 capping	SV40 large T antigen	RSV CPE inhibition	MgcRacGAP inhibition	HIV fusion peptide	GPR35 antagonists	Salmonella PhoP GFP	others
COc1ccc(-n2c(=S)[nH]c3ccccc32)cc1	-0.1%	9%	-7%	11%	1.2%	8%	0.7%	3%	19%
COc1ccccc1-c1nnc(SCC(=O)Nc2c(Cl)cccc2Cl)o1	0.2%	10%	1%	19%	1.5%	3%	-1.5%	-3%	-11%	Dengue-2 NS5 capping pilot replicate=2.4
COc1ccccc1NC(=S)NCc1ccccc1Cl	0.0%	-8%	2%	15%	5.2%	15%	0.3%	6%	8%	Dengue-2 NS5 capping pilot replicate=1.8
CCOC(=O)C1(Cc2ccc(OC)cc2)CCN(C(=O)[C@@H]2CCCN2C(C)=O)CC1	0.2%	-3%	0%	11%	0.6%	6%	-1.0%	-5%	-5%
COc1ccc(S(=O)(=O)N2CCCCC2)cc1NC(=O)c1ccc(Cl)nc1	0.0%	.	-6%	.	-0.6%	-3%	.	.	.
COc1ccc(C(=O)N/N=C/c2cc(Br)ccc2O)cc1OC	-1.9%[50 µM]	-4%	-4%	6%	?	-4%	-0.3%	7%	-8%
COc1cc(C(Nc2ccccn2)c2c(NC(=O)c3ccco3)sc(C)c2C)cc(OC)c1OC (centres undefined)	2.3%	12%	.	24%	4.1%	4%	-0.3%	5%	8%

Bioassay records: PubChem, several laboratories
